ER stress rescue: rescue of cells from ER stress-induced death, primary screen, 384-well, CSM14.1, thapsigargin, ATP luminescence (AID 1222); CSM14.1 thapsigargin-induced death rescue, ATP luminescence; higher % means a stronger effect; cellular ATP content (survival), % at 20 µM, or EC50 in µM where a hit was titrated; 190,000 tested, under 10 active;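 active = EC50 below 50 µM in the dose-response confirmation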;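 note: death triggered by thapsigargin at about 15 µM added after 2 h compound pretreatment; cell ATP read after overnight thapsigargin exposure of roughly 18 to 22 hours; normalized against plate controls of thapsigargin alone and 5% DMSO vehicle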
LYP phosphatase: inhibitors of LYP phosphatase, biochemical, fluorescence intensity, uHTS (AID 1779) | inhibition, % at 11.5 µM; hits with a dose series show IC50 in µM | actives 0.054% (n = 290,000) | Tyrosine-protein phosphatase non-receptor type 22 (Homo sapiens) | recombinant LYP phosphatase, fluorescence intensity; higher % means a stronger effect;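 note: plate controls were vehicle with enzyme for no effect and no enzyme for full effect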
PMI inhibitors: inhibitors of human PMI, primary screen, biochemical, fluorescence intensity, coupled assay (AID 1209); Mannose-6-phosphate isomerase (Homo sapiens); purified PMI enzyme, coupled fluorescence intensity; higher % means a stronger effect; inhibition, % at 20 µM; hits with a dose series show IC50 in µM; actives 0.42% (n = 190,000);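 note: plate controls were DMSO vehicle for no effect and wells lacking substrate for full effect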
Myeloid diff MLP: induction of myeloid progenitor differentiation, primary screen, cell-based, flow cytometry, MLPCN library; ER-HoxA9 myeloid progenitors, lysozyme-GFP differentiation; AID 624256, 2012; calls only at 10 µM; actives 1% (n = 360,000);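 active = normalized GFP-positive differentiation at or above the plate's own cutoff, the solvent-only control mean plus 3 SD; inconclusive = no clear call, values can overlap the other calls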;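 note: cells exposed to compound for four days before flow analysis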
M1AAP inhibition: P. falciparum M1AAP inhibitors, biochemical, fluorogenic H-Leu-NHMec substrate, 1536-well (AID 1445); Aminopeptidase N (Plasmodium falciparum (isolate 3D7)); recombinant M1AAP, H-Leu-NHMec fluorogenic kinetic assay; higher % means a stronger effect; one-dose inhibition, % at 30 µM; IC50 in µM for titrated hits; actives 0.42% (n = 220,000);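 active = primary inhibition above the hit cutoff, then over 50% inhibition at one or more dose response concentrations, cut at about 23% in these data, passing the limit was not always enough; inconclusive = conflicting primary data, or primary hits not chosen for dose response; inactive = low primary inhibition, or under 50% at every dose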;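 note: plate controls were DMSO full reaction for no effect and no enzyme background for full effect; strong numbers were not always called active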
XIAP displacement: XIAP antagonists, biochemical, IAP family, fluorescence polarization (AID 1018) | XIAP BIR domain, fluorescence polarization peptide displacement; higher % means a stronger effect | E3 ubiquitin-protein ligase XIAP (Homo sapiens) | actives 0.007% (n = 200,000) | one-dose displacement, % at 20 µM; IC50 in µM for titrated hits; in the data active = displacement above about 50%; note: a part of the inactive calls stands beside numbers as strong as those of hits
PMI inhibition: human PMI inhibitors, high substrate, primary screen, biochemical, fluorescence intensity, high mannose 6-phosphate (AID 1220). Mannose-6-phosphate isomerase (Homo sapiens). recombinant PMI enzyme, coupled fluorescence intensity; higher % means a stronger effect. one-dose inhibition, % at 20 µM; IC50 in µM for titrated hits. actives 0.66% (n = 190,000)
M17LAP inhibition: P. falciparum M17LAP inhibitors, primary screen, biochemical, fluorogenic H-Leu-NHMec substrate, 1536-well (AID 1619); recombinant M17LAP, H-Leu-NHMec fluorogenic kinetic assay; higher % means a stronger effect; inhibition, % at 30 µM; hits with a dose series show IC50 in µM; Leucine aminopeptidase (Plasmodium falciparum (isolate 3D7)); actives 0.38% (n = 220,000);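 active = compound inhibiting the enzyme by more than half at any dose during confirmatory dose-response retesting; inconclusive = strong single-dose inhibitors picked by rank but not retested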;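 note: plate controls were full reaction with DMSO carrier for no effect and no enzyme background for full effect; strong numbers were not always called active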
TNAP activators: human TNAP enzyme activators, primary screen, biochemical, luminescent, no phosphate acceptor, uHTS (AID 1001). Alkaline phosphatase, tissue-nonspecific isozyme (Homo sapiens). activation fold at 20 µM, or EC50 in µM where a hit was titrated. purified TNAP, luminescent activation assay, no phosphate acceptor; higher activation fold means a stronger effect. actives 0.03% (n = 200,000); in the data active = activation fold from about 3, or a potency from the dose series; inactive = the rest, 99 in 100 with activation fold below about 1.6; note: many of its hits are not listed in these tables
Myeloid diff MLP GFP+ MAC1+ %: second read-out of Myeloid diff MLP, no call of its own (marks repeat the call); GFP+ MAC1+ double positive, %; measured here: differentiation confirmed by MAC1 staining
Numbers without * were called inactive; i = inactive; ? = inconclusive; . = no result given. Cut-off read from the data, not from the text of the source, unless noted: active = inhibition above about 50%; inactive = the rest.

SMILES	ER stress rescue	LYP phosphatase	PMI inhibitors	Myeloid diff MLP	Myeloid diff MLP GFP+ MAC1+ %	M1AAP inhibition	XIAP displacement	PMI inhibition	M17LAP inhibition	TNAP activators
COc1cccc(C2=NCCc3cc4c(cc32)OCO4)c1OC	-4.1%	-2%	-2%	i	1.7	7%	-1.2%	1%	18%	1.1
CCNC(=O)/C(=C\c1ccccc1)NC(=O)/C=C/c1ccccc1	-4.0%	-4%	0%	i	0.5	2%	-0.7%	-5%	5%	1.1
COC(=O)c1sc(S(=O)(=O)NCc2ccccc2)c(C(=O)OC)c1C	0.3%	-6%	6%	i	5.6	9%	-0.6%	1%	1%	1.1
Cc1ccc(-c2nn(CC(=O)N(C)C)c(=O)c3ccccc23)cc1S(=O)(=O)N(C)C	-1.0%	0%	0%	i	3.4	4%	-3.7%	-10%	-3%	1.1
Cn1/c(=N/N=C/c2ccccn2)sc2ccccc21	-2.1%	1%	-10%	i	0.4	12%	-1.7%	-4%	20%	1.1
CCCC(=O)Nc1ccc(C(=O)Nc2nc(CC(=O)OCC)cs2)cc1	-1.5%	-4%	7%	i	0.6	-3%	-3.3%	7%	14%	1.1
O=C1NCCNC1(c1c[nH]c2ccccc12)C(F)(F)F (stereo not drawn)	5.1%	-4%	-8%	i	0.5	5%	-6.3%	-8%	-7%	0.9
O=C(Nc1nccs1)C(c1ccccc1)N1CCCC1 (stereo not drawn)	-1.1%	2%	-11%	i	0.2	1%	-4.7%	-6%	6%	1.1
O=C(NCCCN1CCCCC1)C1CCC(=O)N1CCc1ccccc1 (stereo not drawn)	1.0%	-8%	5%	i	0.9	-2%	-1.6%	1%	-1%	1.2
CSc1ncccc1C(=O)Nc1ccc2nc(C)sc2c1	.	-1%	.	i	0.4	9%	.	.	-1%	.
O=C(/C(=C/c1ccccc1Cl)c1ccccc1)N1CCOCC1	24%	-2%	-1%	i	0.5	5%	-5.8%	7%	9%	1.1
COc1cc(C2C(C#N)=C(N)N(Nc3ccccc3)C3=C2C(=O)CC(C)(C)C3)ccc1OCc1ccccc1 (stereo not drawn)	-1.0%	2%	15%	i	1.0	8%	-3.4%	19%	9%	1.1
Cc1cc(N2CCN(c3ccccc3)CC2)n2ncnc2n1	-0.3%	-5%	2%	i	0.4	-9%	1.5%	-9%	2%	1.1
CNC(=S)NNC(=O)CSCc1c(Cl)cccc1Cl	.	1%	.	i	0.5	8%	.	.	2%	.
CCOC(=O)c1c(C)nc2c(c1-c1ccc(Cl)cc1)C(=O)CC(C)(C)C2	-1.2%	0%	10%	i	0.3	2%	-9.6%	11%	-9%	1
COc1cccc(-c2csc(N3CCN(C(=S)Nc4ccc(Cl)cc4)CC3)n2)c1	-1.7%	-2%	6%	i	6.5	4%	-2.7%	7%	2%	1.1
CCCCOc1ccc(-c2c(C(=O)Nc3ccccc3)c(C)[nH]c(=S)c2C#N)cc1	0.4%	1%	14%	i	0.4	-23%	-9.7%	13%	-4%	1.1
Nc1cc(C(=O)c2ccccc2)ccc1N1CCOCC1	-2.3%	0%	2%	i	1.3	11%	-0.4%	0%	5%	1.1
CS(=O)(=O)CCC(C(=O)OCc1ccc(Cl)cc1)N1C(=O)c2ccccc2C1=O (stereo not drawn)	1.3%	1%	20%	i	0.7	1%	-3.2%	7%	-6%	1.1
Cc1ccccc1OCCCN1C(=O)C(=O)c2cccc(C)c21	-0.2%	8%	18%	i	2.1	20%	-3.7%	16%	8%	1
CC1(C)CC(=O)C2=C(C1)OC(N)=C(C#N)C21CCC2(CC1)OCCO2	-0.7%	-6%	9%	i	1.9	1%	-2.8%	-2%	-4%	1.1
CN1CCc2c(sc(N)c2C(N)=O)C1	-2.4%	-2%	17%	i	9.3	11%	-14%	15%	1%	1.1
CCOC(=O)NC(=S)Nc1ccc(C(C)(C)C)cc1Br	.	-3%	.	i	0.4	4%	.	.	5%	.
CCN(CC)S(=O)(=O)c1csc(C(=O)Nc2ccccn2)c1	-2.9%	-12%	8%	i	0.6	-1%	-7.7%	1%	-3%	1.1
Cc1sc2nc(CSCC(=O)Nc3ccc(N4CCOCC4)cc3)[nH]c(=O)c2c1C	.	-9%	.	i	0.4	1%	.	.	-1%	.

The listing continues.
SMILES	ER stress rescue	LYP phosphatase	PMI inhibitors	Myeloid diff MLP	Myeloid diff MLP GFP+ MAC1+ %	M1AAP inhibition	XIAP displacement	PMI inhibition	M17LAP inhibition	TNAP activators
COc1cc(C2N=C(c3ccccc3)NO2)cc(Br)c1O (stereo not drawn)	-1.7%	-1%	9%	i	1.2	19%	-15%	3%	6%	1.1
Cc1ccc(S(=O)(=O)N2CCN(C(=O)c3ccc(Cl)nc3)CC2)cc1	2.1%	-6%	2%	i	0.1	-1%	-2.4%	1%	8%	1
c1cc2c(cc1C1CCCCC1)c1c3n2CCCNC3CCC1 (stereo not drawn)	0.6%	-2%	8%	?	.	0%	-0.2%	3%	-10%	0.9
CC[n+]1c(C)cc(C)n1-c1ccccc1	1.2%	-3%	37%	i	2.9	15%	-9.7%	2%	-7%	1.1
O=C(Nc1cc2c(ccc3ccccc32)oc1=O)C1CCCCC1	-2.5%	-6%	17%	i	4.1	2%	-5.4%	15%	4%	1
O=C(Nc1nnc(SCc2ccc(F)cc2)s1)c1ccco1	0.4%	-5%	4%	i	1.3	1%	-3.4%	5%	-1%	0.9
CNCCOCC(O)CSc1ccccc1 (stereo not drawn)	3.4%	-10%	1%	i	0.9	5%	-5.0%	1%	0%	1.1
Cc1cc(NC(=O)COc2cccnc2[N+](=O)[O-])no1	0.7%	-9%	1%	i	0.3	4%	0.7%	-1%	-1%	1.1
COc1ccc(C(=O)Nc2cc([N+](=O)[O-])ccc2N2CCCC2)cc1	0.2%	6%	-23%	i	0.7	5%	-0.8%	-6%	10%	0.9
Cc1cc(C(=O)O)ccc1-c1ccc(CO)o1	0.3%	-13%	-8%	i	0.8	0%	-1.2%	-5%	0%	1.1
COc1ccc(CCNC(=O)COC(=O)c2ccc(N3CCCC3=O)cc2)cc1OC	-0.4%	-1%	3%	i	0.3	4%	-5.3%	0%	0%	1.2
COc1ccc(NC(=O)N2CCCC2)cc1OC	1.8%	0%	-7%	i	0.9	-1%	-4.8%	-4%	1%	1
Cc1ccc([N+](=O)[O-])c(OCCCNCC(C)O)c1 (stereo not drawn)	-1.2%	1%	-1%	.	.	5%	-2.3%	-3%	-4%	1.1
Cn1c(SCC(=O)N(Cc2ccccc2)C(C)(C)C)nc2ccccc21	0.3%	6%	9%	i	4.0	-3%	-12%	6%	-8%	1.1
O=C(Cc1cccc2ccccc12)N/N=C/c1ccc(O)c([N+](=O)[O-])c1	-0.8%	-5%	9%	i	0.6	3%	-4.0%	8%	18%	1
COc1cc(/C=N\NC(=O)c2ccc(Cn3nc([N+](=O)[O-])c(Cl)c3C)o2)ccc1O	1.8%	2%	2%	i	0.8	20%	79%	-3%	-6%	1.1
CC1=NN(c2nc(C)cc(C)n2)C(=O)C1CCC(C)C (stereo not drawn)	-1.1%	-5%	4%	i	13	-3%	-4.3%	0%	0%	1.1
COC(=O)C(Cc1ccc(O)cc1)NC(=O)C12CC3CC(CC(C3)C1)C2 (stereo not drawn)	-3.3%	6%	3%	i	0.8	5%	0.3%	-4%	-5%	1.1
CC(=O)C1=C(O)C(=O)N(Cc2cccnc2)C1c1ccc(Cl)cc1Cl (stereo not drawn)	0.0%	-5%	-34%	i	9.9	1%	-9.0%	-20%	3%	1.1
O=C(c1ccccc1)n1ccn(-c2ccccc2)c1=S	-3.7%	1%	0%	i	0.2	2%	-0.3%	4%	13%	1.1
O=C(Cc1noc2ccccc12)NNC(=S)Nc1ccc(Cl)cc1	.	-1%	3%	i	0.2	-15%	-6.1%	3%	4%	2
COc1ccc(CNC(=S)NC(C)CCc2ccccc2)cc1 (stereo not drawn)	1.1%	-2%	11%	i	0.6	0%	0.0%	8%	0%	1.2
CCc1cc(CNC(=O)CCc2nnc(CCCc3ccccc3)o2)on1	0.8%	-1%	3%	i	1.0	1%	-0.7%	4%	4%	1.1
CC(=O)Nc1ccc(/C=N/NS(=O)(=O)c2cc(C)ccc2C)cc1	.	-12%	.	i	0.5	6%	.	.	14%	.
O=C(Nn1cc(C(=O)Nc2ccccc2F)c2ccccc2c1=O)c1cnccn1	-1.9%	-2%	-2%	i	0.2	4%	-8.0%	11%	7%	1.2

Fetched one by one from above:
SMILES	ER stress rescue	LYP phosphatase	PMI inhibitors	Myeloid diff MLP	Myeloid diff MLP GFP+ MAC1+ %	M1AAP inhibition	XIAP displacement	PMI inhibition	M17LAP inhibition	TNAP activators
COc1cc(/C=N\NC(=O)c2ccc(Cn3nc([N+](=O)[O-])c(Cl)c3C)o2)ccc1O	1.8%	2%	2%	i	0.8	20%	79%	-3%	-6%	1.1
CC(=O)C1=C(O)C(=O)N(Cc2cccnc2)C1c1ccc(Cl)cc1Cl (stereo not drawn)	0.0%	-5%	-34%	i	9.9	1%	-9.0%	-20%	3%	1.1
COc1ccc(NC(=O)N2CCCC2)cc1OC	1.8%	0%	-7%	i	0.9	-1%	-4.8%	-4%	1%	1

(listing goes on)
SMILES	ER stress rescue	LYP phosphatase	PMI inhibitors	Myeloid diff MLP	Myeloid diff MLP GFP+ MAC1+ %	M1AAP inhibition	XIAP displacement	PMI inhibition	M17LAP inhibition	TNAP activators
CCOc1cc(NC(=S)NCCCN2CCOCC2)c(OCC)cc1NC(=O)c1cccs1	-1.0%	-5%	26%	i	0.5	-7%	-8.8%	56%*	-10%	1
CCCCCCn1c(C(C)NC(=O)c2ccco2)nc2ccccc21 (stereo not drawn)	-0.7%	-10%	9%	i	1.3	0%	-4.5%	2%	5%	1
Cc1cccnc1NC(=O)C1CCN(S(=O)(=O)c2ccc3c(c2)CCC(=O)N3)CC1	0.7%	-9%	5%	i	1.3	0%	-11%	8%	-6%	1.1
COC(=O)c1cc(S(=O)(=O)N2CCC(C)CC2)ccc1F	-3.4%	-8%	1%	i	1.3	-6%	-7.0%	-12%	-11%	1.1
CC(C)(C)Nc1nc(SCc2ccccc2)nc(N2CCOCC2)n1	0.1%	10%	20%	i	0.7	1%	-11%	17%	5%	1
Cc1cc(NC(=O)c2cccc(S(=O)(=O)N3CCCCCC3)c2)no1	-1.2%	-7%	-1%	i	0.5	3%	-4.3%	1%	-15%	1
COc1cc(CCC(=O)Nc2ccc(Cl)c(C(F)(F)F)c2)cc(OC)c1OC	4.0%	-4%	16%	i	0.5	8%	-0.4%	16%	-22%	1.1
O=C(Cn1nnc(-c2ccc(NC(=O)c3ccccc3F)cc2)n1)NCc1ccc(F)cc1	.	-20%	.	i	0.3	3%	.	.	3%	.

Screening data: PubChem, several laboratories
